KOR beta-arrestin-1: kappa opioid receptor activators – cell-based, luminescence, uHTS, primary screen (AID 1777) | KOR beta-arrestin recruitment, luminescence; higher % means a stronger effect | activation, % at 10 µM; hits with a dose series show EC50 in µM | 0.02% of 280,000 active; in the data active = activation above about 50%, passing the limit was not always enough; note: a part of the inactive calls stands beside numbers as strong as those of hits
GPR55 LPI antagonism: inhibition of LPI-stimulated GPR55 beta-arrestin translocation – imaging, U2OS, beta-arrestin-GFP, LPI agonist, primary screen (AID 2013); 0.13% of 290,000 active; inhibition, % at 10 µM; hits with a dose series show IC50 in µM; U2OS GPR55 beta-arrestin-GFP translocation imaging, LPI antagonism; higher % means a stronger effect;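 active = spots per cell inhibited over 60%, with over 100 cells counted and total cytoplasm intensity under 500,000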;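 note: U2OS cells stably carrying GPR55 and arrestin-GFP stimulated by 5 µM LPI near EC80; imaged beta-arrestin-GFP aggregate spots per cell after agonist stimulation; plate controls were LPI-stimulated DMSO wells for no effect and DMSO wells without LPI for full effect; some results filed as inactive read as strong as hits; confirmed hits need IC50 under 10 µM and bright autofluorescent wells are also inconclusive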
KOR beta-arrestin-2: KOR antagonists, beta-arrestin recruitment, cell-based, luminescence, uHTS (AID 1778); KOR beta-arrestin recruitment, luminescence, antagonist mode; higher % means a stronger effect; inhibition, % at 10 µM, or IC50 in µM where a hit was titrated; 0.091% of 290,000 active; in the data active = inhibition above about 50%; note: strong numbers were not always called active
NOD1 inhibition: inhibition of NOD1-driven NF-kB reporter – cell-based, luminescence, uHTS, primary screen (AID 1578). one-dose inhibition, % at 4 µM; EC50 in µM for titrated hits. NOD1-driven NF-kB luciferase reporter cells, luminescence; higher % means a stronger effect. 1% of 290,000 active; in the data active = inhibition mostly above about 36%, no sharp cut-off; inactive = mostly below about 34%;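 note: HEK-293T reporter cells stimulated with the NOD1 agonist gamma-tri-DAP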
GPR55 beta-arrestin: selective activators of receptor GPR55 – imaging, U2OS cells, beta-arrestin-GFP redistribution, primary screen (AID 1961). U2OS GPR55 beta-arrestin-GFP redistribution imaging; higher % means a stronger effect. activation, % at 10 µM; hits with a dose series show EC50 in µM. 0.048% of 290,000 active;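 active = activation above 40% with more than 50 cells counted in the well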;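 note: U2OS osteosarcoma cells stably expressing GPR55 and beta-arrestin-GFP; plate controls were DMSO negative control for no effect and LPI positive control for full effect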
West Nile virus CPE: West Nile virus antiviral activity, cell-based, CPE readout (AID 1621) | West Nile virus-infected cells, CPE inhibition; higher % means a stronger effect | one-dose CPE inhibition, % at 10 µM; IC50 in µM for titrated hits | 0.02% of 290,000 active; in the data active = a potency from the dose series; note: strong numbers were not always called active
HIV peptide binding: inhibitors of HIV fusion peptide binding, primary screen, biochemical, uHTS, fluorescence dequenching (AID 1986); one-dose inhibition, % at 20 µM; IC50 in µM for titrated hits; 0.3% of 290,000 active; cell-free peptide binding, fluorescence dequenching, 30 min; higher % means a stronger effect; in the data active = inhibition mostly above about 52%, no sharp cut-off; inactive = mostly below about 76%; note: some results filed as inactive read as strong as hits
GPR35 arrestin U2OS: GPR35 antagonists blocking zaprinast-driven arrestin recruitment, primary screen, imaging, U2OS, beta-arrestin-GFP, zaprinast agonist (AID 2058); U2OS GPR35 beta-arrestin-GFP translocation imaging, zaprinast antagonism; higher % means a stronger effect; inhibition, % at 10 µM; hits with a dose series show IC50 in µM; 0.052% of 290,000 active;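 active = inhibition of at least 50% with at least 30 cells and total cytoplasm GFP at most 10,000,000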
Dengue-2 NS5 capping: Dengue-2 NS5 methyltransferase inhibitors, primary screen, biochemical, confirmation dose response (AID 588689); Dengue-2 NS5 methyltransferase capping enzyme assay, biochemical; higher % means a stronger effect; inhibition, % at 25 µM; hits with a dose series show IC50 in µM; 0.3% of 340,000 active; in the data active = a potency from the dose series
Numbers without * were called inactive; · = no result given. This is a subset. The share of hits here may be higher or lower than overall.

SMILES | KOR beta-arrestin-1 | GPR55 LPI antagonism | KOR beta-arrestin-2 | NOD1 inhibition | GPR55 beta-arrestin | West Nile virus CPE | HIV peptide binding | GPR35 arrestin U2OS | Dengue-2 NS5 capping
C=CCN1CC(O)=C(c2nc3ccccc3[nH]2)C1=N | 0.3% | 2% | -21% | -24% | -0.8% | 0.3% | -0.3% | -6% | -13%
Nc1nc2ccccc2nc1N | 1.7% | -3% | -86% | 20% | -0.3% | 0.3% | 1.0% | 6% | 2%
CC1CCCN(CCOCCOc2ccc(Cl)cc2Br)C1 (stereo unspecified) | 2.2% | 17% | -15% | 5% | -0.1% | 1.2% | -0.3% | 9% | -6%
CC(=NCc1ccccc1)C1=C(O)COC1=O | 2.5% | -12% | 5% | -19% | -0.2% | 0.2% | 10% | 0% | -7%
CC1=NN(c2ccc([N+](=O)[O-])cc2)C(=O)/C1=C\N(C)C | 0.3% | 8% | 32% | -47% | 0.1% | -0.5% | 3.4% | -19% | -9%
CC(=O)Nc1cccc(-c2csc(Nc3ncccn3)n2)c1 | -1.4% | -18% | -19% | -46% | 0.3% | 0.7% | -0.8% | 2% | ·
C/C(=N\NC(=O)c1c[nH]c2ccccc12)c1ccc(C)s1 | 2.7% | 6% | -4% | -40% | -0.2% | -1.1% | 0.3% | 7% | -6%
CC1CCC(NC(=O)C2CCN(S(=O)(=O)c3ccc4nc5c(c(C(=O)O)c4c3)CC(C)CC5)CC2)CC1 (stereo unspecified) | -6.1% | 26% | 2% | -9% | -0.3% | 0.1% | 3.2% | 29% | -9%
Cc1onc(-c2ccccc2)c1C(=O)OCCOc1cccc(Cl)c1 | 2.0% | 11% | 13% | -15% | 0.3% | -1.0% | 1.7% | 6% | -7%
COc1ccc(CN2CCNC(=O)C2CC(=O)NCCCn2nnc3ccccc32)cc1C (stereo unspecified) | -4.1% | 3% | -10% | -19% | 0.0% | -0.4% | -0.5% | -8% | -2%
Cc1ccc(N2C(=O)N(CC(=O)N3CCOCC3)C(=O)C2C)cc1 (stereo unspecified) | 1.1% | 8% | -13% | -34% | 0.1% | -0.1% | 1.0% | -1% | -5%
NC(=O)CSc1nc2sc(-c3ccccc3)cc2c(=O)n1N | 3.1% | 12% | 4% | -7% | -0.1% | · | 0.4% | 2% | -10%
O=C1C2C3CCC(C3)C2C(=O)N1CNc1ccc(F)cc1 (stereo unspecified) | 0.4% | 12% | 13% | -36% | -0.1% | -0.2% | -2.9% | -2% | 2%
CN1CCN(S(=O)(=O)c2cc([N+](=O)[O-])ccc2Cl)CC1 | -0.4% | 2% | -10% | -6% | 0.1% | -0.3% | 2.2% | 14% | 5%
O=C(O)CCCNS(=O)(=O)c1ccc(Br)s1 | 2.1% | -4% | 2% | -8% | 0.2% | 1.1% | -2.6% | 0% | 2%
CCOc1ccc2nc(NCCCNS(=O)(=O)c3ccc(C)cc3)c(C#N)cc2c1 | -5.7% | 12% | 8% | 4% | 0.1% | -0.3% | 6.2% | 6% | 14%
Cc1ccc2nc(SCc3ccc([N+](=O)[O-])cc3)nc(C)c2c1 | -1.0% | 2% | -48% | -20% | 0.2% | -0.6% | -2.6% | 2% | -4%
O=C(NCCC(=O)N1CCCC(C(F)(F)F)C1)c1ccc(Br)cc1 (stereo unspecified) | 2.7% | 5% | -27% | -17% | 0.3% | -0.3% | -0.5% | -5% | 0%
COC(=O)c1ccc(C23CC4(C2)[C@H](CN(Cc2ccc(C(F)(F)F)cc2)[C@@H]4c2ccccc2)C3c2ccc(Cl)nc2)cc1 (stereo partly specified) | 6.9% | -15% | 2% | -8% | -0.1% | -0.6% | 3.0% | -13% | ·
COc1ccccc1OCC(=O)Nc1cc(S(=O)(=O)N2CCCCC2)ccc1N1CCCCC1 | -0.5% | 11% | 19% | -16% | -0.2% | -1.8% | -1.2% | -4% | 3%
CCN1C(=O)N(CC)C2NC(=S)NC21 (stereo unspecified) | -5.7% | 1% | -1% | 9% | 0.3% | -0.1% | 1.9% | 12% | -8%
COCCNC(=O)NC(=O)CSc1nc(C)c(C)c(C)n1 | -3.5% | -6% | -11% | -24% | -0.2% | 0.1% | 0.4% | 11% | -10%
O=C(NC1CCCC1)C(c1ccncc1)N(C(=O)c1ccco1)c1ccccc1 (stereo unspecified) | 0.2% | -2% | 2% | -3% | 1.0% | 0.5% | 0.0% | 11% | -2%

Exported with tabs: 9 of the compounds above.
Compound	KOR beta-arrestin-1	GPR55 LPI antagonism	KOR beta-arrestin-2	NOD1 inhibition	GPR55 beta-arrestin	West Nile virus CPE	HIV peptide binding	GPR35 arrestin U2OS	Dengue-2 NS5 capping
O=C1C2C3CCC(C3)C2C(=O)N1CNc1ccc(F)cc1 (stereo unspecified)	0.4%	12%	13%	-36%	-0.1%	-0.2%	-2.9%	-2%	2%
CN1CCN(S(=O)(=O)c2cc([N+](=O)[O-])ccc2Cl)CC1	-0.4%	2%	-10%	-6%	0.1%	-0.3%	2.2%	14%	5%
O=C(O)CCCNS(=O)(=O)c1ccc(Br)s1	2.1%	-4%	2%	-8%	0.2%	1.1%	-2.6%	0%	2%
CCOc1ccc2nc(NCCCNS(=O)(=O)c3ccc(C)cc3)c(C#N)cc2c1	-5.7%	12%	8%	4%	0.1%	-0.3%	6.2%	6%	14%
Cc1ccc2nc(SCc3ccc([N+](=O)[O-])cc3)nc(C)c2c1	-1.0%	2%	-48%	-20%	0.2%	-0.6%	-2.6%	2%	-4%
O=C(NCCC(=O)N1CCCC(C(F)(F)F)C1)c1ccc(Br)cc1 (stereo unspecified)	2.7%	5%	-27%	-17%	0.3%	-0.3%	-0.5%	-5%	0%
COC(=O)c1ccc(C23CC4(C2)[C@H](CN(Cc2ccc(C(F)(F)F)cc2)[C@@H]4c2ccccc2)C3c2ccc(Cl)nc2)cc1 (stereo partly specified)	6.9%	-15%	2%	-8%	-0.1%	-0.6%	3.0%	-13%	·
COc1ccccc1OCC(=O)Nc1cc(S(=O)(=O)N2CCCCC2)ccc1N1CCCCC1	-0.5%	11%	19%	-16%	-0.2%	-1.8%	-1.2%	-4%	3%
CCN1C(=O)N(CC)C2NC(=S)NC21 (stereo unspecified)	-5.7%	1%	-1%	9%	0.3%	-0.1%	1.9%	12%	-8%
